Screens (PubChem BioAssay)
FH mod = Identification of activators of human fumarate hydratase by quantitative high-throughput screening; Fumarate hydratase, mitochondrial (Homo sapiens), P07954; FH coupled MDH/diaphorase resazurin fluorescence, 15 min; Potency, µM (highest dose often 79.9 µM), inactives show at the highest dose activity change, negative = inhibition, most hits filed as inhibitors; hit rate 0.22% among 54,000; AID 1347055, 2019; also: potency is read from the fitted curve at half-maximal effect; % is scaled to controls: 0 for no effect and ±100 for the full control effect; the screen sought activators but most active calls are inhibition curves; nearly all actives have a fitted effect of over 45% in size
GALK inh = inhibits human galactokinase; 44,000 tested, under 10 active; Potency, µM (highest dose often 57.5 µM), without a hit: at the top dose activity, negative = inhibition, actives largely listed as inhibitors; recombinant GALK, Kinase-Glo ATP luminescence, 1 h; P51570; AID 1347072;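 also: plate controls were full GALK reaction for no effect and reaction lacking GALK for full effect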
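5 nM GALK; 35 uM ATP; 100 uM D-galactose; 20 mM HEPES pH 8.0, 5 mM MgCl2, 60 mM NaCl, 1 mM DTT, 0.01% BSA; 1 h RT; Kinase-Glo Plus luminescence.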
p53null 39C kill = selectivity test: cytotoxicity in p53 null cells, nonpermissive temperature; H1299 p53-null (neo) cells, 39C, ATPlite viability, 24 h; AID 904; hit rate 0.97% among 55,000; Potency, µM (titrated, usually from 46.1 µM), inactives show at the highest dose activity, negative = cell killing, most hits filed as cytotoxic;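 also: potency is read from the fitted curve at half-maximal effect; 0% = DMSO only and -100% = full killing by 100 µM tamoxifen; nearly all actives have a fitted effect of over 50% in size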
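ATP-luminescence viability readout (ATPlite, 20 min RT) after 24 hr compound treatment at 39C of H1299-neo or H1299-p53A138V cells; titration up to 46 uM; normalized to DMSO and 100 uM tamoxifen; Hill-fit AC50.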
NTMT1 inhibitor = inhibitors of human N-terminal methyltransferase NTMT1; Q9BV86; NTMT1 MTase-Glo SAH luminescence, purified enzyme; Potency, µM (titrated, usually from 114 µM), for the others: top-dose activity change, negative = inhibition, actives largely listed as inhibitors; hit rate 2.5% among 59,000;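 also: potency is read from the fitted curve at half-maximal effect; plate controls were DMSO vehicle for no effect and no enzyme for full effect; nearly all actives have a fitted effect of over 65% in size; many of its hits are not listed in these tables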
Target sequence (Q9BV86 whole entry, looked up): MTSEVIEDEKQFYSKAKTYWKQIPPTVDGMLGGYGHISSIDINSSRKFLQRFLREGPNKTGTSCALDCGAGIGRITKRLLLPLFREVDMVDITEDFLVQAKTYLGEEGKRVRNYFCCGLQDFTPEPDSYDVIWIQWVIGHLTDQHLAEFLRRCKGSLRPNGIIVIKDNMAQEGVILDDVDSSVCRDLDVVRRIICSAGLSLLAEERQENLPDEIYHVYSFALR
p53null 32C tox = selectivity test: cytotoxicity in p53 null cells, permissive temperature. hit rate 0.62% among 55,000. AID 903. Potency, µM (titrated, usually from 46.1 µM), for the others: at the highest dose activity change, negative = cytotoxicity, hits mostly cytotoxic. H1299-neo p53 null cells, ATP luminescence, 24 h, 32C;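 also: potency is read from the fitted curve at half-maximal effect; 0% = DMSO only and -100% = full killing by 100 µM tamoxifen; nearly all actives have a fitted effect of over 55% in size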
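Cytotoxicity: H1299-neo (no p53), 32C, 24 h treatment. Concentrations up to 46 uM. Readout cellular ATP, luminescence. Normalization to DMSO basal and tamoxifen 100 uM maximal kill.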
TSG101-PTAP inh = blocks PTAP binding to human TSG101, validation | Q99816 | Potency, µM (highest dose often 115 µM), without a hit: top-dose activity change, negative = inhibition, most hits filed as inhibitors | Fluorescence polarization, FITC-PTAP peptide/Tsg101, 20 min | 44,000 tested, under 10 active; also: potency is read from the fitted curve at half-maximal effect; 0% is about no effect
Target sequence (Q99816 whole entry, looked up): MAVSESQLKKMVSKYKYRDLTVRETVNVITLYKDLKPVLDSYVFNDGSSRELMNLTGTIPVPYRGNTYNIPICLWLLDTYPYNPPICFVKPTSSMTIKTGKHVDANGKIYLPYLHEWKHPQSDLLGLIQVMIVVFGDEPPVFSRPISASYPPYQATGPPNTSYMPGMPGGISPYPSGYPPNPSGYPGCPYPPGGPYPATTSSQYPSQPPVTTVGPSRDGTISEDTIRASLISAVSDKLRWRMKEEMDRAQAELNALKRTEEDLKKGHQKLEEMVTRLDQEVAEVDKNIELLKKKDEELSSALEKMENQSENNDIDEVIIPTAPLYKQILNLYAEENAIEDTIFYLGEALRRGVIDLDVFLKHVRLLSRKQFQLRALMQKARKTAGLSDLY
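Compounds pinned into 10 uM Tsg101 binding domain, then 50 nM FITC-PTAP peptide added in pH 7.5 HEPES buffer; FP read after 20 min, room temperature. Total S+P intensity flags fluorescent compounds; active cut-off <25 µM, efficacy <60%.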
B2AR arrestin ag = beta-arrestin recruitment by human beta2-adrenergic receptor ligands; P07550; HTLA Tango cells, beta-arrestin recruitment, luciferase luminescence, 18 h; Potency, µM (series often up to 46.1 µM), for the others: at the highest dose activation, hits mostly activators; 44,000 tested, under 10 active;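 also: potency is read from the fitted curve at half-maximal effect; 0% = DMSO and full agonism = EC100 isoproterenol or metaproterenol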
Target sequence (P07550 whole entry, looked up): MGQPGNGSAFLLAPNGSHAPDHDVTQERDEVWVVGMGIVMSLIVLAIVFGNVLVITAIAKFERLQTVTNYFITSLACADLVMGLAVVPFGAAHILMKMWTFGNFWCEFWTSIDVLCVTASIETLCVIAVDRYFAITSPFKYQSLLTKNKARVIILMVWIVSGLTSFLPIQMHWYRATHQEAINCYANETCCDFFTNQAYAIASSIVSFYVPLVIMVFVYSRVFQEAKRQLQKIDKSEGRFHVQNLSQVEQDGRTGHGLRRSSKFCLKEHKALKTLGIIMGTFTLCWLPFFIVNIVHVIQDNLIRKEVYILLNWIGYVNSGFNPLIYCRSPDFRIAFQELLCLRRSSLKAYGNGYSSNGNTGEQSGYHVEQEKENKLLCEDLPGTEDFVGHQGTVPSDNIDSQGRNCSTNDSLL
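Receptor–beta-arrestin recruitment read by tTA-responsive luciferase: compound titrations (up to 46 µM) incubated 18 h with Tango cells, then luminescent substrate 15 min at room temperature. Concentration-response fits classified by r2, efficacy and activity.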
* hit, by the source's call; u = inconclusive; x = no result given; [ ] = another dose, or the depositor's remark. Calls follow the shape of the dose curve; as a rule, active = well fitted curve in the direction sought with a large enough effect; inconclusive = small, poorly fitted or top-dose-only effect, or another doubt; inactive = no such curve, though single readings can be large; an effect the other way counts as inactive or inconclusive. An excerpt. The share of hits here may be higher or lower than overall.

SMILES | FH mod | GALK inh | p53null 39C kill | NTMT1 inhibitor | p53null 32C tox | TSG101-PTAP inh | B2AR arrestin ag
COc1cccc(C2=CC(c3ccc(OC)c(OC)c3OC)n3ncnc3N2)c1 (stereo unspecified) | -11% | 1% | 7% | 3% | 1% | -8% | 0%
Cc1ccccc1CSc1cn(CC(=O)N2CCCCC2)c2ccccc12 | -24% | -9% | 17% | -4% | 14% | -5% | -1%
CN(C1CCCCC1)S(=O)(=O)c1ccc2c(c1)c(=O)c(C(=O)N1CCN(c3ccccc3)CC1)cn2C | -24% | -2% | 9% | -3% | 9% | 2% | -2%
COc1ccc(S(=O)(=O)NCC(c2cccs2)S(=O)(=O)c2ccccc2)cc1OC (stereo unspecified) | -10% | -5% | 9% | 1% | 2% | -4% | -3%
CCN(CC)S(=O)(=O)c1ccc(C(=O)Nc2nc3ccc(Cl)cc3s2)cc1 | -25% | -2% | 8% | -3% | -2% | 16% | 1%
Cc1ccc(N2C(=O)CSC23C(=O)N(CC(=O)Nc2ccccc2F)c2ccccc23)cc1C (stereo unspecified) | -24% | 1% | 21% | 15% | 17% | -9% | 2%
COc1ccc(C(=O)NCCc2sc(-c3ccc(Cl)cc3)nc2C)c(OC)c1 | u | 1% | u | -1% | 10% | -6% | 0%
CCc1ccccc1NC(=O)c1cc(S(=O)(=O)N2CCCc3ccccc32)ccc1F | -22% | -1% | -6% | 3% | -1% | -4% | 1%
COc1ccc(NC(=O)c2ccc3nc(C(C)C)oc3c2)cc1OC | -21% | -4% | -18% | -15% | -6% | 0% | 0%
Cn1c(=O)n(C)c2cc(NS(=O)(=O)c3ccc(C(C)(C)C)cc3)c(NCc3ccccc3)cc21 | u | 0% | u | -10% | u | -9% | 1%

Compounds from the list above containing fluorine (2):
SMILES | FH mod | GALK inh | p53null 39C kill | NTMT1 inhibitor | p53null 32C tox | TSG101-PTAP inh | B2AR arrestin ag
Cc1ccc(N2C(=O)CSC23C(=O)N(CC(=O)Nc2ccccc2F)c2ccccc23)cc1C (stereo unspecified) | -24% | 1% | 21% | 15% | 17% | -9% | 2%
CCc1ccccc1NC(=O)c1cc(S(=O)(=O)N2CCCc3ccccc32)ccc1F | -22% | -1% | -6% | 3% | -1% | -4% | 1%

Back to the main list, starting 2 compounds before the break.
SMILES | FH mod | GALK inh | p53null 39C kill | NTMT1 inhibitor | p53null 32C tox | TSG101-PTAP inh | B2AR arrestin ag
COc1ccc(NC(=O)c2ccc3nc(C(C)C)oc3c2)cc1OC | -21% | -4% | -18% | -15% | -6% | 0% | 0%
Cn1c(=O)n(C)c2cc(NS(=O)(=O)c3ccc(C(C)(C)C)cc3)c(NCc3ccccc3)cc21 | u | 0% | u | -10% | u | -9% | 1%
CCOc1ccc(-c2nnc(SCC(=O)NC(C)CC)nc2-c2ccc(OCC)c(OC)c2)cc1OC (stereo unspecified) | -9% | -9% | 1% | 4% | 12% | 0% | 8%
CCC1CN(C(=O)NCc2cccc(OC)c2)c2ccccc2O1 (stereo unspecified) | -3% | -3% | -5% | 2% | 4% | -5% | 1%
COc1cc(C(=O)N2CCN(c3ccc(Nc4ccccc4)nn3)CC2)cc(OC)c1OC | -1% | 0% | 2% | -1% | 5% | -2% | -3%
O=C(COc1ccc([N+](=O)[O-])cc1)Nc1cccc2cccnc12 | -6% | 0% | -11% | 1% | -10% | -3% | 0%
CCOC(=O)c1ccccc1NC(=O)CSc1nc2ncccc2[nH]1 | 8% | 1% | 0% | -3% | 5% | -2% | -1%
Cc1ccccc1Cn1c2ccccc2c2cnn(CC(=O)NCc3ccccn3)c(=O)c21 | 4% | 0% | -15% | 15% | 0% | 0% | -3%
COc1ccc(OC)c(C2C(C(N)=O)=C(C)Nc3nc(-c4cccc(Cl)c4)nn32)c1 (stereo unspecified) | -4% | 4% | u | 1% | -5% | 3% | -2%
COC(=O)c1ccccc1NC(=O)Cn1cc(S(=O)(=O)Cc2ccccc2F)c2ccccc21 | -7% | 1% | -3% | 5% | -2% | -2% | 0%
COc1ccc(S(=O)(=O)NC2(C(F)(F)F)NC(=O)N(CCc3ccccc3)C2=O)cc1 (stereo unspecified) | -10% | 2% | -11% | 8% | -2% | -1% | 0%
CCC(Sc1nc2ccccc2c2nc(CCn3c(C)nc4ccccc43)nn12)C(=O)Nc1ccc(F)cc1 (stereo unspecified) | -2% | -1% | 4% | -2% | 10% | -6% | -1%
CC(Sc1oc(-c2cccs2)nc1S(=O)(=O)c1ccccc1)c1ccccc1 (stereo unspecified) | -15% | 1% | 3% | 11% | -1% | 14% | 0%
CCc1ccc(S(=O)(=O)Nc2cc(-c3cn4ccccc4n3)ccc2C)cc1 | u | -1% | -4% | -2% | -2% | 2% | -2%
CCOc1cc(C(=O)Nc2ccc(NC(=O)c3cc4ccccc4o3)c(OC)c2)cc(OCC)c1OCC | -3% | 0% | -5% | 5% | 3% | -1% | 0%
O=C(NC1CC(=O)N(c2cccc(F)c2)C1)c1cccs1 (stereo unspecified) | -2% | 0% | -1% | 13% | -5% | -2% | -4%
CCc1nc2ccc(C(=O)NCc3ccc(SC)cc3)cc2nc1CC | -16% | -7% | 20% | -6% | 1% | -6% | 7%
Cc1ccc(C)c(N2CCN(c3nc4ccccc4c(=O)n3-c3ccc(Cl)cc3)CC2)c1 | -9% | -2% | 28% | 18% | 10% | -8% | 0%
Cc1ccc2oc(-c3cccc(NC(=O)Cc4ccc(Cl)cc4)c3)nc2c1 | 1% | -1% | -5% | 16% | 3% | 2% | 1%
O=C(Nc1cccc(O)c1)c1cc2nc(-c3ccc(Br)cc3)cc(C(F)(F)F)n2n1 | 3% | 3% | -10% | -3% | 5% | 2% | 1%
Fc1cccc(Cl)c1Cn1c(-c2cccs2)nc2ccccc21 | -19% | -2% | 45%[activator] | -1% | u | -2% | -4%
Cc1nn2c(C)c(C(=O)NCc3ccco3)cnc2c1-c1ccccc1 | -12% | 1% | -7% | -9% | -7% | -6% | 2%
Cc1ccc(Cl)c2sc(NC(=O)CS(=O)(=O)c3ccc(Cl)cc3)nc12 | -23% | -3% | 10% | 13% | -12% | 2% | -1%
CCOC(=O)c1ccccc1NC(=O)C1CCN(c2ncnc3c2nc2n3CCCCC2)CC1 | u | -9% | 2% | 5% | -3% | -2% | 2%
CC(NC(=O)c1c(O)nc2ccccn2c1=O)c1ccccc1 (stereo unspecified) | -8% | 1% | -7% | 2% | 9% | -2% | 0%
CCc1nn(CC(=O)NCc2ccco2)c(=O)c2cc3c(OC)cccc3n12 | x | -4% | -4% | x | -6% | -4% | 0%
Cc1cc2c(c3oc(=O)c4ccccc4c13)CN(Cc1ccc(F)cc1)CO2 | -12% | -13% | -2% | -4% | -1% | 0% | 2%
COc1ccc(OC)c(NC(=O)C(NS(=O)(=O)c2ccc3c(c2)CCCC(=O)N3)C(C)C)c1 (stereo unspecified) | 7% | 5% | -14% | 4% | -6% | -1% | -1%
COc1cccc(CCNC(=O)c2cnc3sc(N4CCCC4)nn3c2=O)c1 | -4% | -3% | -11% | -13% | -12% | -7% | 0%
CCOC(=O)c1c(NC(=O)c2ccc(S(=O)(=O)N3CCCC(C)C3)cc2)sc2c1CCN(C(C)C)C2 (stereo unspecified) | -11% | 3% | 17% | 2% | -4% | 49%[activator] | 3%
O=C(NC1(C(F)(F)F)NC(=O)N(CCc2ccccc2)C1=O)c1ccccc1Cl (stereo unspecified) | -16% | 2% | -12% | 8% | 6% | -6% | 1%
COCCCNC(=O)c1ccc2c(c1)NC(=O)C(C(C)C)N2 (stereo unspecified) | 1% | -14% | -21% | -3% | 10% | -7% | 0%
COc1ccc(C)cc1NC(=O)C1CCN(S(=O)(=O)c2c(C)noc2/C=C/c2ccco2)CC1 | 4% | 6% | -5% | 0% | 4% | -3% | -1%
Cc1cccc(NC(=O)Cn2c(=O)n(Cc3ccccc3)c(=O)c3sc4ccccc4c32)c1 | 5% | 0% | -29% | u | -15% | -3% | -1%
Cc1ccc(NC(=O)Cc2ccc(-n3c(C)nc4cccnc43)cc2)c(Cl)c1 | -12% | -2% | 5% | -2% | 13% | 2% | 0%
O=C(CSc1nc(-c2ccccc2)nc2cc(=O)[nH]n12)Nc1ccccc1 | 3% | 0% | 8% | u | -6% | -1% | 3%
Cc1ccc(CNC(=O)CCC(=O)N2CC3CCCN3c3ccccc32)cc1 (stereo unspecified) | -18% | 0% | 3% | 0% | 8% | 1% | 1%
Cc1ccc(-n2ncc(C(=O)N3CCCCC3)c2C2CCN(C(=O)OC(C)(C)C)CC2)cc1C | -7% | 0% | u | 6% | 3% | 1% | -1%
CCCC(=O)N1CCc2cc(OC)c(OC)cc2C1COc1ccccc1OC (stereo unspecified) | -11% | 3% | 2% | 15% | -1% | -7% | -1%
Cc1ccc(CNC(=O)CC(C)CC2=NS(=O)(=O)c3ccccc3N2)cc1 (stereo unspecified) | 3% | -1% | -16% | 10% | -5% | 3% | 1%
CCN(C(=O)CCS(=O)(=O)c1ccc2c(c1)oc(=O)n2C)c1ccc(OC)cc1 | -2% | 1% | -13% | 23% | 3% | -9% | 1%
COc1ccc(N2CC(NC(=O)CCc3ccccc3)CC2=O)cc1OC (stereo unspecified) | 1% | -6% | -4% | -1% | 2% | -4% | -3%
CCOc1ccc2c(c1)NC(c1ccc(OCC)c(OCC)c1)=NC(c1ccc(F)cc1)=N2 | -17% | -1% | -8% | -1% | 2% | -6% | -2%
CCOC(=O)c1cc(-c2ccccc2)n(CCCC(=O)Nc2ccc(C)c(Cl)c2)c1C | -30% | 0% | 2% | 3% | -1% | -1% | 1%
CCOC(=O)c1c(-c2ccc(OC)c(OC)c2)csc1NC(=O)c1ccc(F)cc1 | -7% | 5% | 2% | u | -3% | 1% | 0%
CCCOc1ccc(C2C(=O)N(C3CCCCC3)CC(=O)N2C2CCCCC2)cc1OC (stereo unspecified) | -10% | 3% | 16% | -3% | 0% | 0% | -1%
Cc1cccc(C)c1OC(=O)CSc1nnc(CNC(=O)c2ccccc2)o1 | 9% | 1% | 12% | 5% | -3% | 0% | -2%
O=C(c1ccc2c(c1)OCCO2)N(Cc1cccnc1)c1nc2ccc(F)cc2s1 | -5% | 3% | 3% | -4% | -9% | 2% | 0%
COc1ccc(-c2[nH]c(-c3ccc(O)cc3)nc2-c2ccccc2)cc1 | u | 0% | u | u | 27% | -2% | 1%
O=c1[nH]c2ccc(NCc3ccc(-c4ccccc4F)o3)cc2[nH]1 | -26% | -6% | u | 9% | -9% | -2% | u
O=C(NCc1ccccc1Br)c1cnc2sc(N3CCCCCC3)nn2c1=O | -5% | 1% | 7% | -19% | -2% | 0% | 0%
